High-throughput results as filed in PubChem.
PV pol inh = poliovirus RdRp elongation inhibitors, primary screen, biochemical, fluorescence polarization, total intensity; poliovirus polymerase elongation; stronger effect = lower value; Genome polyprotein (Poliovirus type 1 (strain Mahoney)), P03300; % elongation, % (compound at 16.7 µg/mL); 0.66% of 150,000 active; in the data active = % elongation below about 90%; note: some results filed as inactive read as strong as hits
Target sequence (P03300 1749-2209 limits assumed): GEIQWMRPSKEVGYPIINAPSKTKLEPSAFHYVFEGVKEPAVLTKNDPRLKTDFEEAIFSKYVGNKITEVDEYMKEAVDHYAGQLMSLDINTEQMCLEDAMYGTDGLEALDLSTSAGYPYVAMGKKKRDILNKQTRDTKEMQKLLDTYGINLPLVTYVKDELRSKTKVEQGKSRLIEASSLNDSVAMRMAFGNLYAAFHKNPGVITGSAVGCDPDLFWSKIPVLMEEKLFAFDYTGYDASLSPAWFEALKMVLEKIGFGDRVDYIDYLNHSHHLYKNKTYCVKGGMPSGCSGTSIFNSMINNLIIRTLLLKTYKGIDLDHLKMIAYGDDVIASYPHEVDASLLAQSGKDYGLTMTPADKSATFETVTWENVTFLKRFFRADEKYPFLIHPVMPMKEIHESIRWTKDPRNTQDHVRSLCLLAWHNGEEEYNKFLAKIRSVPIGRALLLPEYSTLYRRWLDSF
PV pol inh FP z-score = also measured in PV pol inh; calls as there; z-score; measured here: FP z-score; hits read low
Active calls of the source: *. This is a subset; count on the stated rates, not on these rows.

For O=C(NCC(F)(F)F)c1ccc2ccccc2n1 the results were PV pol inh 106 and PV pol inh FP z-score 0.4.
For O=C(Nc1ccccc1)NC1(C(=O)Nc2ccc(-n3cnnn3)cc2)CCCCC1 the results were PV pol inh 100 and PV pol inh FP z-score -0.5.
`CCCCc1cc(=O)oc2cc(C)c3c(C)coc3c12` gave PV pol inh 105 and PV pol inh FP z-score -0.3.
Screening CCC(=O)NC1CCNCC1 returned PV pol inh 100 and PV pol inh FP z-score -0.7.
COc1cc(C(CC(=O)NCCC(C)C)N2Cc3ccccc3C2=O)cc(OC)c1OC (stereo not given) was read as PV pol inh 108 and PV pol inh FP z-score 0.2.
For COc1ccc(C2CCCN2C(=O)Nc2ccc(Cl)cc2)cc1OC (stereo not given) the results were PV pol inh 99 and PV pol inh FP z-score -0.4.
For N#CC(C#N)=C(C(C#N)=C1Nc2ccccc2N1)c1ccccc1F the results were PV pol inh 99 and PV pol inh FP z-score -0.3.
Screening Cc1ccc(Nc2nc3c(S(=O)(=O)c4ccccc4)nnn3c3ccsc23)c(C)c1 returned PV pol inh 98 and PV pol inh FP z-score -1.
`CCCc1cc(=O)c2c(=O)n(-c3ccccc3)[nH]c2[nH]1` gave PV pol inh 103 and PV pol inh FP z-score 0.4.
Screening CCN1C(=O)/C(=C\c2ccc(NC(=O)c3ccccc3Br)cc2)SC1=S returned PV pol inh 123 and PV pol inh FP z-score 8.3.
`C=CCn1c(SCC(=O)N(CC(C)C)CC(C)C)nc2scc(-c3ccco3)c2c1=O` gave PV pol inh 102 and PV pol inh FP z-score 0.1.
`CN(Cc1cccc(Cl)c1Cl)C(=O)c1cc(Cl)ccn1` gave PV pol inh 103 and PV pol inh FP z-score 0.2.
`N#Cc1c(NC(=O)COC(=O)c2ccc(F)cc2)sc2c1CCC2` gave PV pol inh 103 and PV pol inh FP z-score -0.1.
Screening CCCCCCn1c(CN2CCC(C(N)=O)CC2)nc2c1c(=O)n(C)c(=O)n2C returned PV pol inh 99 and PV pol inh FP z-score -0.4.
CCNC(=O)c1ccc(Cl)s1 was read as PV pol inh 106 and PV pol inh FP z-score 0.3.
Screening COC(=O)c1cc(=O)n(-c2ccccc2)c(=Nc2ccccc2)s1 returned PV pol inh 102 and PV pol inh FP z-score 0.4.
Screening CC1C=Cc2ccccc2N1C(=O)c1ccccc1 (stereo not given) returned PV pol inh 100 and PV pol inh FP z-score -1.
Screening COc1ccc(Cc2nc(-c3ccccc3)n[nH]c2=S)cc1 returned PV pol inh 104 and PV pol inh FP z-score -0.1.
CCOc1ccc(N2CC(C(=O)N(Cc3ccccc3)c3ccccn3)CC2=O)cc1 (stereo not given) was read as PV pol inh 100 and PV pol inh FP z-score -0.9.
Screening CN1CC(=O)N(CN2CCN(S(=O)(=O)c3ccc(Br)cc3Cl)CC2)C1=O returned PV pol inh 107 and PV pol inh FP z-score 0.5.
For CCN1C(=O)/C(=C2\SC(=Nc3ccc(Cl)cc3)N(C)C2=O)c2ccccc21 the results were PV pol inh 99 and PV pol inh FP z-score -0.6.
For CC1CCCCC1NC(=O)CO/N=C/c1ccc2c(c1)OCO2 (stereo not given) the results were PV pol inh 102 and PV pol inh FP z-score 0.
`O=C(Cc1n[nH]c(=O)c2ccccc12)Nc1cc(C(F)(F)F)ccc1N1CCCC1` gave PV pol inh 101 and PV pol inh FP z-score -0.4.
`CC12CN3CC(C)(CN(C1)C31C(=O)Nc3ccccc31)C2O` (stereo not given) gave PV pol inh 101 and PV pol inh FP z-score 0.4.
`Cc1ccc(C)c(C(=O)/C=C/C(=O)O)c1` gave PV pol inh 102 and PV pol inh FP z-score -0.7.
COC(=O)CSCc1nc(-c2ccc(C(=O)OC)cc2)oc1C was read as PV pol inh 108 and PV pol inh FP z-score 0.3.
`CC(C)CC(=O)Nc1ccccc1C(N)=O` gave PV pol inh 101 and PV pol inh FP z-score 0.
O=C(NCCc1csc(-c2ccc(C(F)(F)F)cc2)n1)c1ccc(F)c(F)c1 was read as PV pol inh 104 and PV pol inh FP z-score -0.8.
CCN(CC)CCNC(=O)Cn1nc(C)c2c(C)n(-c3ccccc3)nc2c1=O was read as PV pol inh 107 and PV pol inh FP z-score -0.1.
`COCCn1c(N)c(C(=O)C(C)(C)C)sc1=S` gave PV pol inh 101 and PV pol inh FP z-score -0.1.
For CCCN(CCC)S(=O)(=O)c1cccc(C(=O)Nc2ccccc2C(=O)NC2CC2)c1 the results were PV pol inh 100 and PV pol inh FP z-score -0.4.
Screening CC1(C)CC(CC#N)(Cc2ccccc2)CCO1 (stereo not given) returned PV pol inh 102 and PV pol inh FP z-score 0.1.
`COc1ccc(NC(=O)CSc2nnc(NC(=O)NC3CCCCC3)s2)cc1OC` gave PV pol inh 107 and PV pol inh FP z-score 0.1.
CCOc1cc(/C=C2/SC(=NC)N(C)C2=O)ccc1OCC(N)=O was read as PV pol inh 101 and PV pol inh FP z-score -0.1.
`O=C(O)/C=C/C(=O)N1CCC(Cc2ccccc2)CC1` gave PV pol inh 104 and PV pol inh FP z-score 0.2.
Screening CCOc1cc(CNCCSc2nnnn2C)ccc1OCc1ccc(Cl)cc1Cl returned PV pol inh 102 and PV pol inh FP z-score -0.8.
Screening Cc1cc(C(=O)C(=O)Nc2nncs2)c(C)n1-c1ccc(Cl)cc1 returned PV pol inh 104 and PV pol inh FP z-score -0.4.
COc1ccc(OCCCC(=O)n2c(C(C)O)nc3ccccc32)cc1 (stereo not given) was read as PV pol inh 103 and PV pol inh FP z-score 0.2.
For COc1cc2c(cc1OC)CN(S(=O)(=O)c1ccc(-n3cnnn3)cc1)CC2 the results were PV pol inh 101 and PV pol inh FP z-score -0.6.
`Cc1[nH]c(=O)[nH]c(=O)c1S(=O)(=O)N1c2ccccc2CC1C` (stereo not given) gave PV pol inh 91 and PV pol inh FP z-score -3.6.
COc1cccc(Nc2nc(=O)[nH]nc2C)c1 was read as PV pol inh 104 and PV pol inh FP z-score 0.7.
CS(=O)(=O)c1ccc2nc(NC(=O)c3ccccc3Br)sc2c1 was read as PV pol inh 101 and PV pol inh FP z-score -0.3.
c1ccc(COc2ccc(Oc3ncccn3)cc2)cc1 was read as PV pol inh 101 and PV pol inh FP z-score -0.4.
`COC(=O)C1CCN(c2ncnc3scc(-c4ccccc4)c23)CC1` gave PV pol inh 102 and PV pol inh FP z-score -0.1.
Screening N#Cc1c(-n2ncnc2-c2ccc(Br)cc2)sc2c1CCCCC2 returned PV pol inh 110 and PV pol inh FP z-score 1.
`Cc1noc(C)c1COC(=O)C(Cc1ccccc1)NC(=O)c1cccs1` (stereo not given) gave PV pol inh 104 and PV pol inh FP z-score 0.
`O=C(CSc1n[nH]c(-c2ccccc2)n1)N1CCN(c2ccccc2F)CC1` gave PV pol inh 106 and PV pol inh FP z-score -0.5.
For COc1ccc(CNC(=O)CN2CCN(S(=O)(=O)c3ccccc3)CC2)cc1 the results were PV pol inh 109 and PV pol inh FP z-score 0.9.
For CCOC(=O)c1c(N)cc2[nH]c(=S)[nH]c(=O)c2c1-c1ccccc1 the results were PV pol inh 100 and PV pol inh FP z-score -0.1.
`CCN1CCN(C(=O)C23CC4CC(C2)CC(c2ccc(C)cc2)(C4)C3)CC1` gave PV pol inh 111 and PV pol inh FP z-score 1.
`Oc1ccccc1C1=CC(c2ccc(Br)cc2)n2ncnc2N1` (stereo not given) gave PV pol inh 103 and PV pol inh FP z-score 0.4.
N#Cc1c(N)n(CCN2CCOCC2)c2nc3ccccc3nc12 was read as PV pol inh 99 and PV pol inh FP z-score -0.3.
`COC(=O)/C=C1/OC(c2ccccc2)=CC1=O` gave PV pol inh 139 and PV pol inh FP z-score 6.3.
Screening Cc1ccc(Cl)cc1NC(=O)N1CCC(CN2CCOCC2)CC1 returned PV pol inh 102 and PV pol inh FP z-score -0.2.
Screening COc1ccc(C(=O)Nc2ccccc2C(=O)Nc2ccccn2)cc1 returned PV pol inh 102 and PV pol inh FP z-score 0.
For CC1CCCCN1CCCNC(=O)Cn1ncc2c3ccccc3n(C)c2c1=O (stereo not given) the results were PV pol inh 108 and PV pol inh FP z-score -0.1.
For COc1ccc(-c2ccc(NS(=O)(=O)c3ccccc3)cc2)nn1 the results were PV pol inh 106 and PV pol inh FP z-score 0.6.
`NC(=S)NN=C1c2cc(S(=O)(=O)N3CCOCC3)ccc2-c2ccc(S(=O)(=O)N3CCOCC3)cc21` gave PV pol inh 102 and PV pol inh FP z-score -0.1.
Screening S=c1nc2ccccc2c2nc(-c3cccnc3)[nH]n12 returned PV pol inh 100 and PV pol inh FP z-score -0.6.
For Cc1cc(C)n2c(SCC(=O)N(C)C3CCCCC3)nnc2n1 the results were PV pol inh 104 and PV pol inh FP z-score 0.4.
For Cc1ccc(C)c(NC(=O)Cn2c(=O)n(CCCS(=O)(=O)C3CCCCC3)c(=O)c3ccccc32)c1 the results were PV pol inh 110 and PV pol inh FP z-score 0.5.
CCCNC(c1ccccc1)c1ccncc1 (stereo not given) was read as PV pol inh 103 and PV pol inh FP z-score 0.3.
`CCN(C(C)=O)c1ccccc1C` gave PV pol inh 117 and PV pol inh FP z-score 1.7.
For O=C(NCCN1CCC(Cc2ccccc2)CC1)c1ccc(-c2ccccc2)s1 the results were PV pol inh 101 and PV pol inh FP z-score -1.1.
`CC(=O)Nc1ccc(-c2nc(-c3ccccc3)no2)cc1` gave PV pol inh 101 and PV pol inh FP z-score -0.2.
`Cn1ccc2cc(N)ccc21` gave PV pol inh 99 and PV pol inh FP z-score -1.4.
Screening CCOc1ccc(Nc2cc(C(=O)NCc3ccccc3Cl)c3ccccc3n2)cc1 returned PV pol inh 107 and PV pol inh FP z-score -0.5.
For COc1cccc(NC(=O)CN(C)C(C)C(=O)Nc2cc(Cl)ccc2OC)c1 (stereo not given) the results were PV pol inh 103 and PV pol inh FP z-score 0.1.
`Cc1nc2ccn(Cc3cccs3)c(=O)c2cc1C(=O)NCc1ccc(Cl)cc1` gave PV pol inh 109 and PV pol inh FP z-score 0.6.
O=C(NN(c1ccccc1)c1ccccc1)c1ccc(S(=O)(=O)N2CCOCC2)cc1 was read as PV pol inh 109 and PV pol inh FP z-score 1.1.
Screening CCOc1ccccc1Nc1nnc(-c2cc3cc(Cl)ccc3oc2=O)s1 returned PV pol inh 109 and PV pol inh FP z-score 0.4.
For CC1=CC(=O)C(C(=O)/C=C/c2ccc(Cl)cc2)C(=O)O1 (stereo not given) the results were PV pol inh 106 and PV pol inh FP z-score 2.2.
Screening Cc1cc(C(=O)COc2ccccc2C(N)=O)c(C)n1C1CC1 returned PV pol inh 105 and PV pol inh FP z-score 0.4.
For CC(C)CC(=O)Nc1ccc(S(=O)(=O)NCc2ccco2)cc1 the results were PV pol inh 107 and PV pol inh FP z-score 2.2.
Screening CCOC(=O)c1ncn(-c2ccccc2)n1 returned PV pol inh 102 and PV pol inh FP z-score -0.1.
For CCOC(=O)c1sc(N)c(C#N)c1CSc1nc(-c2ccccc2)cs1 the results were PV pol inh 136 and PV pol inh FP z-score 4.
For O=C(c1ccccc1)N(C(=O)c1ccccc1)c1ccccn1 the results were PV pol inh 103 and PV pol inh FP z-score 0.5.
`Cc1cc[n+](Cc2ccccn2)c(N)c1` gave PV pol inh 100 and PV pol inh FP z-score -0.3.
O=C(C1CCCO1)N1CCc2ccccc21 (stereo not given) was read as PV pol inh 104 and PV pol inh FP z-score 0.7.
N#Cc1ccccc1OCC(=O)NC12CC3CC(CC(C3)C1)C2 was read as PV pol inh 103 and PV pol inh FP z-score 0.
Screening COc1ccc(C2C(=O)N(C3CCC(C)CC3)CC(=O)N2CCc2ccccc2)cc1OC (stereo not given) returned PV pol inh 112 and PV pol inh FP z-score 0.6.
Screening Cc1c(C(=O)N(C)C2CCCCC2)sc2nc(-c3ccc(F)cc3)cn12 returned PV pol inh 105 and PV pol inh FP z-score 1.1.
For Cc1cccn2c(=O)c(/C=N/NC(N)=S)c(N3CCCC3)nc12 the results were PV pol inh 97 and PV pol inh FP z-score -0.3.
Screening CN(C)c1ccc(C=C2C(=O)OC(C)(C(C)(C)C)OC2=O)cc1 (stereo not given) returned PV pol inh 101 and PV pol inh FP z-score -0.2.
`Cc1ccc(C(=O)N/C(N)=N/c2nc3ccccc3s2)cc1` gave PV pol inh 101 and PV pol inh FP z-score 0.
For Cc1ccccc1NC(=O)CN(C)S(=O)(=O)c1cccs1 the results were PV pol inh 101 and PV pol inh FP z-score 0.2.
For O=C(c1cnn(-c2ccccc2)c1-n1cccc1)N1CCc2ccccc2C1 the results were PV pol inh 105 and PV pol inh FP z-score 1.3.
Screening Cc1cccc(NC(=O)CO/N=C/c2cccs2)c1 returned PV pol inh 107 and PV pol inh FP z-score 0.5.

Structural class: the compounds so far with an aryl methoxy group.
COc1cc(C(CC(=O)NCCC(C)C)N2Cc3ccccc3C2=O)cc(OC)c1OC (stereo not given) was read as PV pol inh 108 and PV pol inh FP z-score 0.2.
For COc1ccc(C2CCCN2C(=O)Nc2ccc(Cl)cc2)cc1OC (stereo not given) the results were PV pol inh 99 and PV pol inh FP z-score -0.4.
Screening COc1ccc(Cc2nc(-c3ccccc3)n[nH]c2=S)cc1 returned PV pol inh 104 and PV pol inh FP z-score -0.1.
`COc1ccc(NC(=O)CSc2nnc(NC(=O)NC3CCCCC3)s2)cc1OC` gave PV pol inh 107 and PV pol inh FP z-score 0.1.
COc1ccc(OCCCC(=O)n2c(C(C)O)nc3ccccc32)cc1 (stereo not given) was read as PV pol inh 103 and PV pol inh FP z-score 0.2.
For COc1cc2c(cc1OC)CN(S(=O)(=O)c1ccc(-n3cnnn3)cc1)CC2 the results were PV pol inh 101 and PV pol inh FP z-score -0.6.
COc1cccc(Nc2nc(=O)[nH]nc2C)c1 was read as PV pol inh 104 and PV pol inh FP z-score 0.7.
For COc1ccc(CNC(=O)CN2CCN(S(=O)(=O)c3ccccc3)CC2)cc1 the results were PV pol inh 109 and PV pol inh FP z-score 0.9.
Screening COc1ccc(C(=O)Nc2ccccc2C(=O)Nc2ccccn2)cc1 returned PV pol inh 102 and PV pol inh FP z-score 0.
For COc1ccc(-c2ccc(NS(=O)(=O)c3ccccc3)cc2)nn1 the results were PV pol inh 106 and PV pol inh FP z-score 0.6.
For COc1cccc(NC(=O)CN(C)C(C)C(=O)Nc2cc(Cl)ccc2OC)c1 (stereo not given) the results were PV pol inh 103 and PV pol inh FP z-score 0.1.
Screening COc1ccc(C2C(=O)N(C3CCC(C)CC3)CC(=O)N2CCc2ccccc2)cc1OC (stereo not given) returned PV pol inh 112 and PV pol inh FP z-score 0.6.
